Assay outcomes: PubChem BioAssay, several laboratories
NPY1 pot ag: human NPY-Y1 potentiation or agonism, primary screen. P25929. NPY-Y1 expressing cells, potentiator/agonist activation. activation, % at 3.6 µM. hit rate 0.37% among 220,000; in the data active = activation above about 33%, passing the limit was not always enough;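 also: cells stimulated with NPY at EC10 then isoproterenol at EC100; 0% = low agonist plus stimulus and 100% = saturating agonist plus stimulus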
S1P4 agonist: human S1P4 receptor agonism; O95977; hit rate 0.35% among 220,000; AID 1509; activation, % at 4.98 µM; S1P4-expressing cell line, agonist reporter assay; in the data active = activation above about 11%;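 also: 0% = DMSO vehicle and 100% = reference agonist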
NPY-Y1 antag: blocks the human neuropeptide Y Y1 receptor; P25929; hit rate 1% among 200,000; HEK293-CNG Y1 cells, membrane potential fluorescence; NPY at EC95, then isoproterenol; inhibition, % at 3.6 µM;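 active = inhibition above the campaign mean inhibition of all tested compounds plus 3 SD, cut at about 20% in these data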;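 also: 0% = DMSO wells given NPY plus isoproterenol and 100% = isoproterenol alone without NPY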
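Test system: HEK293 cells co-expressing NPY Y1 receptor and cyclic-nucleotide gated channel; Also added: NPY (25 nM), isoproterenol (1 µM), Ro 20-1724 (25 µM); Compound dosing: one concentration, 3.6 µM, in 0.4% DMSO; Timing: dye 3 h, compound 60 min room temperature, stimulation 45 min; Technique: Membrane-potential fluorescent dye readout.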
NPY2 pot ag: potentiators or agonists of human neuropeptide Y receptor Y2; activation, % at 3.6 µM; P49146; hit rate 0.45% among 220,000; AID 1359; cells expressing NPY-Y2, potentiator/agonist read-out; in the data active = activation above about 27%;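 also: cells stimulated with NPY near EC25 plus isoproterenol at EC100; 0% = vehicle plus submaximal agonist and 100% = vehicle plus saturating agonist; some results beyond the cut were filed as inactive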
S1P4 antagonist: blocks the human S1P4 receptor | O95977 | AID 1510 | S1P4-expressing cells, antagonist mode, reporter read-out | inhibition, % at 4.98 µM | hit rate 0.26% among 220,000; in the data active = inhibition above about 29%;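 also: 0% = wells stimulated with agonist and 100% = vehicle wells without agonist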
eIF4E 4G PPI: inhibitors of eIF4E and eIF4G interaction in translation initiation | TR-FRET eIF4E-eIF4GI(517-606) binding, 2 h | inhibition, % at 21.7 µM | hit rate 0.37% among 220,000 | AID 782;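 active = inhibition above about 30%, limit read from the data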;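 also: 0% = full FRET control wells and 100% = background wells lacking eIF4GI fragment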
p97 inhibitor: inhibitors of human p97 ATPase; inhibition, % at 8 µM; P55072; hit rate 0.42% among 220,000; recombinant p97 ATPase, Kinase-Glo ATP luminescence, 3 h; in the data active = inhibition above about 15%;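 also: 0% = DMSO vehicle and 100% = wells lacking enzyme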
Target sequence (P55072 whole entry, looked up): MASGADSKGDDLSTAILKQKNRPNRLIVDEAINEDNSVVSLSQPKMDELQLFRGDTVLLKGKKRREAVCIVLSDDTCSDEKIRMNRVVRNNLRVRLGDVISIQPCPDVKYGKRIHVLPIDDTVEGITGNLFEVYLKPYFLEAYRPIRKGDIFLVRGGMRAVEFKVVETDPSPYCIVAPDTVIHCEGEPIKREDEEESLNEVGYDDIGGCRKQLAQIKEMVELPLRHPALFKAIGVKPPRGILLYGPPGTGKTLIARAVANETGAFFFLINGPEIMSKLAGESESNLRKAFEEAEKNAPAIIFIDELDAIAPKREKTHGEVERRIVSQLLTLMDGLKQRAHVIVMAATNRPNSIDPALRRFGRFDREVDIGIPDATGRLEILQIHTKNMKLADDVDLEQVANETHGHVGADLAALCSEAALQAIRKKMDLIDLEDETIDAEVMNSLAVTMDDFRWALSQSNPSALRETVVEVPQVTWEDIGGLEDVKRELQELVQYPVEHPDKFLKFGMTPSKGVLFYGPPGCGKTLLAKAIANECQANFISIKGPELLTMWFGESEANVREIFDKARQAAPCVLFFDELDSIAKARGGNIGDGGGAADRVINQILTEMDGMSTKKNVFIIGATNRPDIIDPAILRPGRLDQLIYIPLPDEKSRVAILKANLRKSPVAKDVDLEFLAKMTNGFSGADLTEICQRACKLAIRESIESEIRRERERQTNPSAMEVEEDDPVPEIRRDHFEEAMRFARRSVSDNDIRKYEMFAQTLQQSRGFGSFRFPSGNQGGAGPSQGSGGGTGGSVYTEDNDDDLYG
EP2 antag: blocks the human prostaglandin E2 receptor EP2. C6 glioma cells expressing human EP2, cAMP TR-FRET; cells stimulated with saturating PGE2. hit rate 0.52% among 260,000. P43116. inhibition, % at 25 µM;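 active = percent inhibition above 40 after rounding to a whole number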;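 also: rat C6 glioma host cells with rolipram phosphodiesterase inhibitor present; the protocol text gives 20 µM as final concentration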
EP2 modulator: modulators of human EP2 prostaglandin E2 receptor | EP2-expressing cells, cAMP HTRF FRET, PGE2 co-stimulation | induction, % at 25 µM | hit rate 0.83% among 260,000;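 active = compounds whose cAMP rise, as percent of the full-agonist control response, exceeds 60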;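 also: rat C6 glioma line stably carrying human EP2 under a CMV promoter; the protocol text gives 20 µM as final concentration; 100% = response of wells given 1 µM PGE2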
Numbers without * were called inactive; · = not tested or not shown; & = joins results of further samples; [ ] = remark or other dose.

SMILES	NPY1 pot ag	S1P4 agonist	NPY-Y1 antag	NPY2 pot ag	S1P4 antagonist	eIF4E 4G PPI	p97 inhibitor	EP2 antag	EP2 modulator
COc1cccc(-n2nc(-c3ccnn3-c3ccccc3)c(=O)n(C)c2=O)c1	-17	-0.7	5	-8	9	-5	-3	11	4
O=C(NCc1ccc(F)cc1)C1CCC(CNc2c(N3CCOCC3)c(=O)c2=O)CC1 (stereo not given)	1	-0.7	·	15	-4	-3	3	5	13
O=c1c2cc(N3CCOCC3)ccc2[nH]c(=S)n1CC1CCCO1 (stereo not given)	14	-0.4	2	-8	-4	-3	6	8	-24
O=C1c2ccccc2C(=O)N1CC1=NCCc2ccccc21	-14	2.1	-8	2	-6	0	6	5	3
COc1ccc(Cl)cc1NC(=S)NCc1ccc(S(N)(=O)=O)cc1	-5	0.6	2	3	-28	1[fluorescence artefact?]	-8	7	-54
CC(=O)Nc1ccc(C2=NNC(=Nc3ccc(S(=O)(=O)N4CCOCC4)cc3)SC2)cc1	-10	0.3	·	-30	13	0	-2	3	-21
CCOC(=O)CNC(=O)CSc1nnc(-c2ccccc2)n1Cc1ccco1	-34	-1.6	-5	15	-14	-3	6	16	14
O=C(NC1CCCCC1)C1CN(S(=O)(=O)c2ccccc2)CCN1S(=O)(=O)c1ccccc1 (stereo not given)	3	-0.2	1	9	1	-3	5	7	5
CC1Oc2ccccc2C=C1/C=N/NC(=O)c1ccncc1 (stereo not given)	7	1.8	·	-23	9	-4	3	7	-29
CCn1c(SCC(=O)N2CCN(c3ccc(Cl)cc3)CC2)nc2ccccc2c1=O	2	0.9	4	-1	-20	3	6	19	-25
CCc1c(C)nc(SCC(=O)Nc2c(C)n(C)n(-c3ccccc3)c2=O)[nH]c1=O	8	1.7	1	-6	-18	12	5	8	4
CCn1ncc([C@@H]2C[C@H]3CN(Cc4cccc(Cl)c4)C(=O)[C@]34CCCN24)c1C	5	1.2	4	0	-40	0	4	0	-20
Cc1cc(=O)oc2cc(OCC(=O)OCC(=O)Nc3ccccc3C(C)C)ccc12	14	-0.9	-1	0	3	4	2	13	25
CSc1nccc(N2CCN(c3ccc(F)cc3)CC2)n1	3	-0.2	2	2	-5	-10[fluorescence artefact?]	-7	2	-23
O=C1c2ccccc2C(=O)N1Cc1cnc(N2CCN(c3ccccc3)CC2)s1	21	0.8	-1	9	19	-6	2	12	-16
O=C(c1ccccc1)C1CCN(CC(=O)N2CCN(c3ccccc3)CC2)CC1	-11	-0.3	1	5	-9	-4	0	11	-6
Cc1cccc(NCc2ccccc2O)c1	-5	0.8	5	-8	-11	2[fluorescence artefact?]	-4	12	18
CCN1CCN(c2ccc(NC(=O)c3ccc(C#N)cc3F)cc2Cl)CC1	9	1.7	-3	2	-12	-3	5	7&4	-48&-56
CCCOc1ccc(C(=O)CCN2CCCCC2)cc1	-7	1.6	3	4	9	-1	5	12	-3
COC(=O)CCn1[nH]c(=O)c2ccccc2c1=O	-1	0.7	-1	3	-16	-2[fluorescence artefact?]	4	8	12
Cc1cc(OCC(=O)O/N=C(\N)c2ccccc2)ccc1Cl	-10	-1.4	10	-4	-19	4	1	7	3
CC(C)(C)c1csc(NC(=O)c2ccc3nccnc3c2)n1	11	-2.2	-7	12	-3	-11	4	10	-32
Cc1ccccc1OCCN1C(=O)c2ccccc2C1=O	-16	0.6	14	-9	6	-3	0	10	10
CN(C)S(=O)(=O)c1cccc(C(=O)OCC(=O)NCc2ccccc2)c1	-1	1.3	0	0	-19	-5	-2	8	-2
CCCn1c(NCc2ccc3c(c2)OCO3)nc2ccccc21	4	1.2	15	-1	-3	-17[fluorescence artefact?]	4	5	7
CCN(CC)S(=O)(=O)c1cccc(-c2nnc(SCCOc3ccc(Cl)cc3)o2)c1	-57	1.4	32*	-2	0	4[fluorescence artefact?]	-13	7	9
Cn1c(=O)c(-[n+]2ccccc2)c([O-])c2ccccc21	6	-0.5	7	-1	-8	8	-3	6	-1
CNCCCOc1cccc(OC(C)C)c1	-37	4.3	-1	-24	-16	2	-2	·	-17
Cc1cc2n(n1)C(c1sccc1C)Nc1c(C)cccc1-2 (stereo not given)	1	-2.2	5	14	10	-6	-2	7	33
O=C(NN1C(=O)/C(=C/c2cccnc2)SC1=S)C(c1ccccc1)c1ccccc1	-17	3.8	7	-21	-5	-3	-4	9	-26
CCCCOC(=O)C1=C(C)NC2(O)c3ccccc3C(=O)C12O (stereo not given)	15	-2.3	7	12	-1	1	7	11	3
CCN(CC)CCNC(C(=O)Nc1ccc([N+](=O)[O-])cc1Br)c1ccccc1 (stereo not given)	24	0.5	5	-6	-5	14	1	4	-16
O=C(Nc1ccc(Cc2ccncc2)cc1)c1ccco1	-1	0.5	-3	13	9	1	3	1	6
O=C(CCC1CCCC1)N1CCN(S(=O)(=O)Cc2ccccc2)CC1	14	-1.8	4	5	10	0	-3	14	-42
CCOC(=O)C1=C(c2ccccc2)Nc2ncnn2C1c1cccc(O)c1 (stereo not given)	-13	-0.1	·	-21	6	2	3	4	-2
CCOC(=O)C1=C(C)C(c2ccccc2O)NC(=O)N1 (stereo not given)	7	-0.4	-1	-5	-1	0[fluorescence artefact?]	-3	4	12

An excerpt from above in order of count of non-hydrogen atoms, rising:
SMILES	NPY1 pot ag	S1P4 agonist	NPY-Y1 antag	NPY2 pot ag	S1P4 antagonist	eIF4E 4G PPI	p97 inhibitor	EP2 antag	EP2 modulator
Cc1cccc(NCc2ccccc2O)c1	-5	0.8	5	-8	-11	2[fluorescence artefact?]	-4	12	18
COC(=O)CCn1[nH]c(=O)c2ccccc2c1=O	-1	0.7	-1	3	-16	-2[fluorescence artefact?]	4	8	12
Cn1c(=O)c(-[n+]2ccccc2)c([O-])c2ccccc21	6	-0.5	7	-1	-8	8	-3	6	-1
CCCOc1ccc(C(=O)CCN2CCCCC2)cc1	-7	1.6	3	4	9	-1	5	12	-3
Cc1ccccc1OCCN1C(=O)c2ccccc2C1=O	-16	0.6	14	-9	6	-3	0	10	10
CC(C)(C)c1csc(NC(=O)c2ccc3nccnc3c2)n1	11	-2.2	-7	12	-3	-11	4	10	-32
CCCn1c(NCc2ccc3c(c2)OCO3)nc2ccccc21	4	1.2	15	-1	-3	-17[fluorescence artefact?]	4	5	7
O=C(CCC1CCCC1)N1CCN(S(=O)(=O)Cc2ccccc2)CC1	14	-1.8	4	5	10	0	-3	14	-42
CN(C)S(=O)(=O)c1cccc(C(=O)OCC(=O)NCc2ccccc2)c1	-1	1.3	0	0	-19	-5	-2	8	-2
CCN1CCN(c2ccc(NC(=O)c3ccc(C#N)cc3F)cc2Cl)CC1	9	1.7	-3	2	-12	-3	5	7&4	-48&-56
CCN(CC)CCNC(C(=O)Nc1ccc([N+](=O)[O-])cc1Br)c1ccccc1 (stereo not given)	24	0.5	5	-6	-5	14	1	4	-16
O=C(c1ccccc1)C1CCN(CC(=O)N2CCN(c3ccccc3)CC2)CC1	-11	-0.3	1	5	-9	-4	0	11	-6
CCN(CC)S(=O)(=O)c1cccc(-c2nnc(SCCOc3ccc(Cl)cc3)o2)c1	-57	1.4	32*	-2	0	4[fluorescence artefact?]	-13	7	9

The list goes on:
SMILES	NPY1 pot ag	S1P4 agonist	NPY-Y1 antag	NPY2 pot ag	S1P4 antagonist	eIF4E 4G PPI	p97 inhibitor	EP2 antag	EP2 modulator
Cn1c(N)c(C(=O)COC(=O)c2cc(C(F)(F)F)nc3ccccc23)c(=O)n(Cc2ccccc2)c1=O	-17	1.3	-2	7	12	3	0	3	23
Cc1ccc(Nc2ccc(NCc3ccccc3)nn2)cc1C	5	-0.8	4	-3	-21	21[fluorescence artefact?]	2	8	-75
CN(C)CCNc1nc(-c2ccco2)c2c(c1C#N)CC(C)(C)OC2	-40	0.9	17	-35	-10	4	0	6	11
O=C(Nc1nc(-c2ccccc2)cs1)c1cccc(S(=O)(=O)N2CCN(Cc3ccccc3)CC2)c1	-34	-7.6	0	-13	-6	0	-5	·	12
CC(C)CNC(=O)COC(=O)c1ccc(Cl)c(S(=O)(=O)N2CCc3ccccc32)c1	-4	2.3	-5	11	-9	2	0	5	-6
O=C(NCCN1CCOCC1)c1ccc2ccccc2c1	14	-1.7	0	-7	-14	8	-1	·	-24
CC(C)(C)OC(=O)N1CC=C2C(C#N)=C(N)C(C#N)(C#N)[C@H](c3cccnc3)[C@H]2C1	-6	0.9	-1	3	-11	2[fluorescence artefact?]	4	7	-9
Cc1ccc(OCCn2cc(/C=C(\C#N)C(=O)NCC3CCCO3)c3ccccc32)cc1 (stereo not given)	-15	0.2	9	6	1	-4[fluorescence artefact?]	-5	17	14
CCc1ccc(NC(=O)CSc2nc3c(c(=O)n(C)c(=O)n3C)n2C)cc1	-10	0.9	5	4	9	-2	-3	5	-10
c1ccc(Cc2nnc3sc(-c4ccc5c(c4)OCCO5)nn23)cc1	-9	0.5	8	-10	-16	-2	2	8	-13
COc1ccc(COc2ccsc2C(=O)Nc2ccc(Cl)cc2)cc1	-65	0.4	11	-10	-12	·	-2	10	27
Cc1cc(C)c2cc(CN(Cc3ccco3)C(=S)NCC3CCCO3)c(=O)[nH]c2c1 (stereo not given)	13	-0.4	6	10	-10	-5	6	11	-1
Cc1ccc(/C=N/NC(=O)C(O)c2ccccc2)o1 (stereo not given)	11	2.2	·	-2	7	-4	6	5	10

2 entries drawn at random from those above:
SMILES	NPY1 pot ag	S1P4 agonist	NPY-Y1 antag	NPY2 pot ag	S1P4 antagonist	eIF4E 4G PPI	p97 inhibitor	EP2 antag	EP2 modulator
CCn1ncc([C@@H]2C[C@H]3CN(Cc4cccc(Cl)c4)C(=O)[C@]34CCCN24)c1C	5	1.2	4	0	-40	0	4	0	-20
O=C(NCCN1CCOCC1)c1ccc2ccccc2c1	14	-1.7	0	-7	-14	8	-1	·	-24

This is a subset; count on the stated rates, not on these rows.
